# RPL19A-GFP yeast – RPL19A-GFP expression modulators in yeast, primary screen, cell-based, S. cerevisiae, multiplex flow cytometry, MLPCN. actives 0.3% (n = 330,000). percent response vs DMSO, % at 10 µM. S. cerevisiae RPL19A-GFP strain, 3 h; hits give low values;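 active = percent response vs DMSO below 50%; inconclusive = fewer than 70 events counted for the yeast strain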;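 note: median channel GFP fluorescence of the barcoded RPL19A-GFP strain; ratio of sample median GFP to plate DMSO average so 100% = DMSO; lower means less RPL19A-GFP as with rapamycin TOR inhibition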
# LAP4 TOR yeast – modulators of LAP4-GFP expression in yeast, primary screen, S. cerevisiae, multiplex flow cytometry, MLPCN library; 3 h; median GFP as percent of DMSO wells; GFP response vs DMSO, % at 10 µM; actives 0.34% (n = 320,000);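 active = GFP response vs DMSO above a set limit, about the screen mean plus 3 SD, cut at about 150% in these data; inconclusive = under 70 cell events counted for the yeast strain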
# GASC-1 inh – inhibitors of GASC-1 histone demethylase, primary screen, biochemical, fluorescence, DELFIA europium; Lysine-specific demethylase 4C (Homo sapiens), Q9H3R0; GST-JMJD2C(1-420) H3K9me3 demethylation; inhibition, % at 2.35 µM; actives 0.069% (n = 330,000); AID 2099, 2009;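 active = more than half of a compound's replicate wells show inhibition beyond 50%, single wells judged on their own value; inconclusive = some, but no more than half, of replicates pass 50% inhibition; inactive = no replicate passes 50% inhibition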;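 note: signal counts dimethyl H3K9 product captured on neutravidin plate; 0% = median of DMSO wells and 100% = 0.3 times that DMSO median; strong numbers were not always called active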
# Target sequence (Q9H3R0 1-420 limits assumed): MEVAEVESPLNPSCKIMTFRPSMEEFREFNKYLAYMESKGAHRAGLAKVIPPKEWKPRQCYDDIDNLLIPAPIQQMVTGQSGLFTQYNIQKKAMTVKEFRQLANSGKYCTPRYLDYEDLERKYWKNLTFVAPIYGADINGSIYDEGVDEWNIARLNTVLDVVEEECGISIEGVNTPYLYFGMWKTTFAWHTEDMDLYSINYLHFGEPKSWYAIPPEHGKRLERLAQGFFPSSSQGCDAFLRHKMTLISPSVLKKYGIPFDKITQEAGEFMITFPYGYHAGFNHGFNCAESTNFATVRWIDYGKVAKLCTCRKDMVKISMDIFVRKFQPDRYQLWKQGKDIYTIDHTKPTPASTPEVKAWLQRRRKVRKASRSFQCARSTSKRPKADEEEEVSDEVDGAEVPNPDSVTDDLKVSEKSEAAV
# VLA-4 inh – inhibition in human VLA-4 binding assay, primary screen, VLA-4 allosteric modulator project, MLPCN library, flow cytometry, VLA-4 expressing cells; Integrin alpha-4 (Homo sapiens), P13612; ligand binding flow cytometry; inhibition, % (about 7 µM as worked out from the volumes in the protocol); actives 0.2% (n = 330,000); in the data active = inhibition above about 50%
# GRK2 aptamer HTS – compounds blocking aptamer binding on GRK2 – biochemical, human GRK2, bead flow cytometry, HTS, primary screen; Beta-adrenergic receptor kinase 1 (Homo sapiens), P25098; FAM-aptamer displacement from GRK2; inhibition of aptamer binding, % at 10 µM; actives 0.59% (n = 330,000);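 active = inhibition of aptamer binding above 40%, roughly 3 SD of noise, on plates passing a quality check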;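 note: median bead fluorescence of bound FAM aptamer so fluorescent compounds give negative values; no value below 0 was filed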
# AGP1 TOR yeast – modulators of AGP1-GFP expression in yeast TOR pathway, primary screen, cell-based, multiplex flow cytometry, S. cerevisiae, MLPCN library; 3 h; GFP as percent of DMSO wells; actives 0.02% (n = 320,000); GFP response vs DMSO, % at 10 µM;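 active = GFP response relative to DMSO above a set limit, near screen average plus 3 SD, cut at about 150% in these data; inconclusive = fewer than 70 cells counted for the yeast strain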;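 note: median GFP channel fluorescence of the gated AGP1 strain per well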
# MEP2-GFP yeast – modulators of MEP2-GFP levels in yeast, primary screen, S. cerevisiae, multiplex flow cytometry, MLPCN library. S. cerevisiae MEP2-GFP strain, 3 h; 100% = DMSO control level. GFP response vs DMSO, % at 10 µM. actives 0.51% (n = 330,000). AID 2016, 2009;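 active = GFP response versus DMSO above a set limit, roughly screen mean plus 3 SD, cut at about 180% in these data; inconclusive = fewer than 70 cells counted for a yeast strain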;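 note: median GFP fluorescence of the barcode-gated MEP2-GFP cells per well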
# CIT2 TOR yeast – modulators of CIT2-GFP expression in yeast, primary screen, S. cerevisiae, GFP fusion, multiplex flow cytometry, MLPCN library | GFP response vs DMSO, % at 10 µM | S. cerevisiae CIT2-GFP strain, 3 h; 100 means same as DMSO wells | actives 0.065% (n = 320,000) | AID 2029, 2009;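 active = GFP response relative to DMSO above a set limit, near the screen mean plus 3 SD, cut at about 150% in these data; inconclusive = Fewer than 70 cells measured for a yeast strain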;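 note: ratio of well median GFP fluorescence to mean of DMSO wells on the plate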
# An asterisk follows results filed as active; u = inconclusive; x = not tested or not shown. Compounds were not picked by outcome; about 1.7% have a hit in one of these screens.
SMILES,RPL19A-GFP yeast,LAP4 TOR yeast,GASC-1 inh,VLA-4 inh,GRK2 aptamer HTS,AGP1 TOR yeast,MEP2-GFP yeast,CIT2 TOR yeast
CC(=NCCc1ccccc1)C1=C(O)C(c2ccccc2)OC1=O (stereo unspecified),104.0,95.8,1.7,-6.0,2.0,91.6,101.0,100.5
CC(=O)c1c(C)[nH]c(C(=O)COc2cc(C)cc(C)c2)c1C,104.2,112.5,5.3,3.0,0.0,102.9,108.6,107.8
Clc1ccc(-c2nc(/C=N/N3CCOCC3)c3ccccn23)cc1,90.9,109.0,51.3,-20.2,0.0,91.3,93.2,84.2
CCOc1ccccc1N(CC(=O)NCCOC)C(=O)CCC(=O)Nc1ccccn1,101.9,103.2,-98.0,15.9,1.0,100.7,100.7,103.9
CCNC(=O)C1Cc2ccccc2CN1S(=O)(=O)c1ccc(F)cc1 (stereo unspecified),95.6,110.8,0.2,6.8,0.0,100.5,98.8,106.2
Cc1cc(C)c2c(=O)c3c(oc2c1)C(=O)N(CCO)C3c1cccc(O)c1 (stereo unspecified),98.0,95.5,0.7,-0.2,0.0,100.2,99.5,98.9
CCOC(=O)CC(=O)CSc1nc2sc(C)cc2c(=O)n1Cc1ccco1,114.1,80.8,0.5,39.0,1.0,86.4,96.7,84.8
CC1Cc2ccccc2N1C(=O)CSc1nnc(-c2ccc(S(=O)(=O)N3CCOCC3)cc2)n1C (stereo unspecified),104.3,97.6,4.2,18.3,3.0,101.2,104.4,94.6
O=c1[nH]c2ccccc2nc1-c1ccccc1,102.7,121.3,-18.3,3.6,3.0,97.7,105.8,103.2
COc1ccc(C(=O)NNc2ccccc2)cc1OC,93.0,91.7,10.1,22.1,2.0,94.6,90.6,93.2
Cc1ccc(C(C)n2cc(C(=O)NCCN3CCN(C)CC3)nn2)cc1 (stereo unspecified),102.0,104.0,-19.1,0.9,2.0,104.2,104.7,106.2
CC1CCCN(C(=O)CSc2nnc(-c3ccncc3)n2C)C1 (stereo unspecified),97.2,115.6,-1.6,-13.1,4.0,99.8,92.8,95.6
CC(NC(=O)c1cn(C)c2ccc(S(=O)(=O)N3CCCC3)cc2c1=O)c1ccc2c(c1)OCCO2 (stereo unspecified),105.1,110.2,u,-4.1,2.0,112.8,105.0,110.7
Cc1c(NC(=O)COc2ncnc3ccccc23)c(=O)n(-c2ccccc2)n1C,97.3,94.7,2.2,-13.4,5.0,103.5,102.7,104.9
Cc1ccc([N+](=O)[O-])cc1S(=O)(=O)Nc1cccc(-c2ccc(N3CCOCC3)nn2)c1,98.1,101.6,1.4,-4.4,2.0,102.9,97.5,100.0
CCC(C)N(C(=O)c1csnn1)C(C(=O)NC1CCCC1)c1ccc(F)cc1 (stereo unspecified),103.8,106.7,-6.3,14.2,0.0,104.7,109.7,101.8
CCN(C[C@H]1N[C@@](CC)(C(=O)OC)[C@H]2C(=O)N(C)C(=O)[C@@H]12)S(=O)(=O)c1ccc(OC)cc1,87.7,89.3,12.9,21.4,0.0,84.3,83.5,91.8
O=C(CC(=O)N/N=C/c1ccccc1O)NCc1cccnc1,99.7,97.0,2.6,13.1,1.0,99.4,101.8,102.0
Nc1cnn(Cc2ccccc2F)c1,98.4,94.4,-6.6,21.5,2.0,97.1,91.9,87.3
Cc1cc(C)cc(C(=O)NC(CC(N)=O)c2ccc(NC3CCCCCC3)c([N+](=O)[O-])c2)c1 (stereo unspecified),105.4,134.9,-7.2,-12.4,0.0,97.9,99.2,99.4
O=C(NCc1cccc(C(F)(F)F)c1)c1ccc[nH]1,109.9,98.7,21.0,26.9,0.0,103.3,102.6,109.3
O=C(NNC(=O)c1n[nH]c(=O)c2ccccc12)c1ccc(Br)cc1,99.2,104.9,-7.2,1.3,0.0,100.5,97.0,91.7
c1csc(C2Nc3ccccc3-c3nc4ccccc4n32)c1 (stereo unspecified),98.1,93.9,-3.7,7.4,0.0,93.6,107.8,87.5
O=C(COC(=O)/C=C/c1ccccc1)NCc1ccc2c(c1)OCO2,103.7,103.8,21.8,3.8,0.0,107.9,103.7,110.8
CCN(CC)CCSc1nnc2c3ccccc3n(CCc3ccccc3)c2n1,97.5,93.0,-1.1,6.0,0.0,96.9,100.6,99.4
COc1ccc(NC(=O)CCC2CCCC2)cc1OC,102.5,104.1,28.8,-0.9,2.0,103.9,96.7,97.9
COc1ccc(OC)c(NC(=O)C2C3C=CC(C3)C2C(=O)NCc2ccccn2)c1 (stereo unspecified),98.1,91.7,4.2,5.3,1.0,105.2,101.3,94.2
CCCCNC(=O)CCSc1ccc(C)cc1,95.0,89.6,5.1,10.3,1.0,91.7,99.5,96.2
CCOc1ccc(NC(=O)CS(=O)CC(=O)NC2CCCc3ccccc32)cc1 (stereo unspecified),86.2,82.0,-6.3,7.5,0.0,81.9,81.0,81.0
Cc1ccc2nc(-c3cc(-c4ccccc4)no3)cn2c1,97.2,110.3,3.5,1.8,0.0,116.7,100.8,97.6
Cc1cc(-c2ccc(S(=O)(=O)N(C)Cc3ccccc3)cc2)on1,101.1,88.9,-2.2,-6.2,2.0,95.9,104.9,106.8
Cc1nc2scc(C)n2c(=O)c1S(=O)(=O)Nc1ccc(N2CCOCC2)cc1,98.0,105.5,6.5,10.7,2.0,102.6,99.9,96.4
CC(Sc1nnnn1-c1ccc(O)cc1)c1nc2ccccc2c(=O)[nH]1 (stereo unspecified),100.3,103.6,-0.5,-2.0,0.0,104.1,99.8,105.0
CCC(=O)Nc1sc2c(c1C#N)CC(C)(C)NC2(C)C,100.5,105.2,2.0,-1.1,0.0,102.1,97.7,105.6
CCOc1cc(/C=C(\C#N)c2nc3ccccc3[nH]2)ccc1OC(C)C(=O)O (stereo unspecified),103.7,88.4,-8.5,9.5,0.0,98.0,105.4,103.8
Cc1nc(Nc2ccc3c(c2)OCO3)c2oc3ccccc3c2n1,104.8,94.6,-5.5,-4.6,0.0,101.6,95.1,115.3
CCOC(=O)c1c(/N=C/N(C)C)sc(C)c1C,99.0,89.1,1.0,21.1,0.0,96.9,99.5,98.1
CN1CCC(C2(O)c3ccccc3CSc3sccc32)CC1 (stereo unspecified),103.9,105.2,x,1.2,0.0,115.2,101.6,108.8
Cc1nc(NS(=O)(=O)c2cccs2)c2c3c(sc2n1)CCC3,104.0,104.1,-5.9,11.2,6.0,101.0,99.1,90.2
Cc1ccc(C(=O)OCC(=O)N2C(C)CCCC2C)s1 (stereo unspecified),98.1,100.0,6.5,6.2,0.0,98.8,99.2,97.9
COc1ccc(NC(=O)c2ccco2)cc1NC(=O)c1ccco1,99.9,101.4,-3.0,8.2,1.0,103.7,95.9,101.4
CCC(C)N(CC(=O)NCc1ccc(OC)cc1)C(=O)c1csnn1 (stereo unspecified),101.6,112.0,-7.2,-28.1,3.0,105.9,143.5,116.5
Cc1ccc(C(NC(N)=O)c2ccccc2)cc1 (stereo unspecified),103.7,101.1,-0.1,8.5,0.0,105.4,102.3,101.3
Cc1ccc(CNC(=O)COC(=O)C2CC2)cc1,94.3,94.9,3.6,0.5,0.0,96.2,94.5,94.9
COc1ccc2c(c1)c(-c1csc(N)n1)c(C)n2C,102.7,89.1,5.2,-3.8,7.0,116.4,104.3,93.8
COc1ccc(C(=O)Nc2nc(-c3ccc(OC)cc3)c(-c3ccc([N+](=O)[O-])cc3)s2)cc1,100.3,103.4,1.3,18.4,9.0,102.8,100.8,94.0
O=C(CNC(=O)C1COc2ccccc2O1)N/N=C/c1ccc(O)cc1O (stereo unspecified),112.6,94.1,3.2,10.9,4.0,106.1,109.0,110.2
CCOc1ccc(NC(=O)CN(C)CC(=O)Nc2ccc(Br)cc2F)cc1OCC,98.4,92.5,-0.9,4.2,0.0,102.2,102.1,106.0
S=c1nc(-c2ccc(Br)cc2)[nH]c2ccccc12,96.5,95.1,-0.4,-11.0,0.0,91.5,105.3,92.6
CCNC(=S)NS(=O)(=O)c1ccc(CC)cc1,106.9,96.7,11.9,-2.5,3.0,109.0,106.8,101.2
CCOC(=O)C1=C(c2ccccc2)Nc2nc(C)nn2C1c1cccc(OC)c1OC (stereo unspecified),98.0,99.0,-1.2,-0.8,4.0,98.7,100.5,102.2
COc1ccc(C(=O)Nc2c(Cl)cc(Cl)cc2C(=O)NCc2ccco2)cc1,105.5,100.6,-10.0,9.8,0.0,108.5,107.6,99.5
CNC(=S)N1CCN(c2nc(-c3ccc(Cl)cc3)cs2)CC1,92.5,92.3,-6.1,-7.0,0.0,88.3,97.5,90.7
CC(C)=CC/C=C1\CCC(C(=O)O)C(C(=O)O)C1 (stereo unspecified),102.6,107.2,-3.6,6.8,0.0,111.1,108.5,107.6
CCCNC(=O)Cn1cnc2sc(C(=O)NCCCN3CCOCC3)c(C)c2c1=O,106.3,107.8,2.3,14.3,0.0,106.5,111.1,113.4
CC(=O)Nc1ccc(OC(=O)COc2ccc(Br)cc2)cc1,105.5,96.4,6.3,4.5,8.0,101.6,109.0,105.8
COc1ccccc1OCc1nc(C#N)c(N2CCC(C(N)=O)CC2)o1,98.6,93.2,x,-1.1,1.0,100.7,93.8,92.0
O=C(CNC(=O)c1ccc(Br)o1)NC1CCCCC1,101.3,100.7,-13.2,4.7,3.0,102.2,104.4,101.1
COc1ccc(C2=NN(C(=O)c3cccc([N+](=O)[O-])c3)C(c3cccc([N+](=O)[O-])c3)C2)cc1 (stereo unspecified),107.4,103.7,11.5,5.0,2.0,108.5,105.7,96.5
CC(C)(C)c1ccc(-c2noc(CCC(=O)Nc3cccnc3)n2)cc1,103.1,97.7,-1.2,4.7,0.0,98.8,104.5,102.9
COc1ccc(C2C(C#N)=C(N)OC(C(C)(C)C)=C2C#N)cc1OC (stereo unspecified),71.2,97.9,20.1,-4.2,4.0,70.1,133.9,111.1
Cc1ccsc1C(=O)N[C@@H](C)c1nnc2ccccn12,100.5,108.4,21.7,7.8,0.0,106.0,106.5,102.7

# Single records, as listed above. Values in the order: RPL19A-GFP yeast	LAP4 TOR yeast	GASC-1 inh	VLA-4 inh	GRK2 aptamer HTS	AGP1 TOR yeast	MEP2-GFP yeast	CIT2 TOR yeast
# Entry for COc1ccccc1OCc1nc(C#N)c(N2CCC(C(N)=O)CC2)o1 : 98.6	93.2	x	-1.1	1.0	100.7	93.8	92.0
# Entry for CCOC(=O)C1=C(c2ccccc2)Nc2nc(C)nn2C1c1cccc(OC)c1OC (stereo unspecified) : 98.0	99.0	-1.2	-0.8	4.0	98.7	100.5	102.2
# Entry for Cc1ccsc1C(=O)N[C@@H](C)c1nnc2ccccn12 : 100.5	108.4	21.7	7.8	0.0	106.0	106.5	102.7
